SKN-1 inh = blocks SKN-1 activity in C. elegans | C. elegans VP596 Pgst-4::GFP/RFP ratio, acrylamide-induced, 24 h | inhibition, % at 21.8 µM | hit rate 0.49% among 360,000;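 active = interference check ratio from 0.5 to 1.5 plus GFP to RFP signal ratio inhibition reaching or exceeding a fixed threshold, cut at about 30% in these data, passing the limit was not always enough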; also: some compounds called inactive have numbers as strong as hits
Neddyl block = blocks human cullin neddylation | hit rate 0.58% among 360,000 | calls only at 25 µM | AID 651699 | TR-FRET cullin neddylation, biochemical; in the data active = inhibition above about 36%
CSN deneddyl inh = inhibitors of human CSN-mediated cullin deneddylation; hit rate 0.38% among 360,000; Q92905; inhibition, % at 12.5 µM; Purified CSN, SCF-Nedd8-OG deneddylation, fluorescence polarization; AID 651999;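 active = pattern-corrected inhibition above about 35%, with an unprinted fluorescence ratio check between 0.5 and 1.5, limit read from the data, passing the limit was not always enough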;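 also: 0% = enzyme with substrate and 100% = substrate without enzyme; some results filed as inactive read as strong as hits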
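Assay system: purified human Csn5 enzyme expressed in HEK293T cells; Input: 0.24 nM Csn5 enzyme, final concentration; Reagent: 10 nM SCFSkp2-Nedd8OG; Compound dosing: 12.5 µM single point; Times: reaction 90 min, room temperature; Technique: fluorescence polarization readout.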
MT1-MMP act inh = blocks activation of human MT1-MMP | P50281 | HT1080 RFP-PRO-GFP cells, GFP/RFP ratio fluorescence, overnight; percent of plate control window, DMSO zero | GFP/RFP ratio change, % at 20 µM | hit rate 0.061% among 360,000 | AID 651647;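 active = GFP/RFP ratio change of at least 30% with cell ATP level not reduced by more than half and red fluorescence within 50% of control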; also: strong numbers were not always called active
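Assay system – RFP-PRO-GFP reporter HT1080 cells · Compound dosing – single dose of 20 µM compound, 1% DMSO final · Incubation – overnight compound exposure at 37 °C · Measure – GFP/RFP fluorescence ratio · Benchmarks – DMSO wells and RFP-L50D-GFP cells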
FAS-TE inh = blocks the thioesterase domain of human fatty acid synthase. P49327. recombinant FAS-TE, OMFH fluorogenic substrate, fluorescence endpoint. inhibition, % at 15 µM. hit rate 0.67% among 360,000. AID 602261;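 active = compounds whose normalised, plate-corrected inhibition of enzyme fluorescence in the single-dose primary screen is 50% or more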;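 also: 0% = DMSO with enzyme and 100% = substrate without enzyme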
Rin1 Abl inh = inhibitors of human Rin1-Abl protein interaction; hit rate 0.4% among 360,000; inhibition, % at 7.35 µM; TR-FRET Rin1/Abl binding, biochemical; in the data active = inhibition above about 5%, passing the limit was not always enough
Rpn11 block = blocks the human proteasome subunit Rpn11. O00487. human 26S proteasome, Ub4-pepOG fluorescence polarization; 20S core pre-blocked with epoxomicin. hit rate 0.59% among 360,000. calls only at 20 µM;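 active = inhibition at 20 µM, scaled to each plate's controls, above about 33%, limit read from the data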
NadD inh = NadD (S. aureus) enzyme inhibition | purified NadD enzyme, colorimetric absorbance read-out | inhibition, % at 20 µM | hit rate 0.78% among 360,000; in the data active = inhibition above about 26%; also: some compounds past the cut are filed as inactive
PABP1 MLLE inh = inhibitors of microRNA-mediated deadenylation, human PABP1 MLLE binding; hit rate 0.36% among 360,000; AID 588489; inhibition, % at 20 µM; GST-MLLE / FITC-PAM2 fluorescence polarization; P11940; in the data active = inhibition above about 35%, passing the limit was not always enough;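 also: plate controls were DMSO wells with GST-MLLE for no effect and wells lacking GST-MLLE protein for full effect; some results filed as inactive read as strong as hits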
Starred values were filed as active, the others as inactive. Random draw from the library. Share with any hit: about 3.9%.

Screening CC(C)(C)c1ccc(C(O)c2ncc(-c3cccc(F)c3)[nH]2)cc1 (stereo not given) returned SKN-1 inh 3, Neddyl block inactive, CSN deneddyl inh 2, MT1-MMP act inh 0, FAS-TE inh 16, Rin1 Abl inh -4, Rpn11 block inactive, NadD inh 6 and PABP1 MLLE inh 1.
For CCOC(=O)c1cc(CC)sc1NC(=O)CN1CCN(C(=O)c2ccco2)CC1 the results were SKN-1 inh -7, Neddyl block inactive, CSN deneddyl inh 4, MT1-MMP act inh -4, FAS-TE inh 11, Rin1 Abl inh -4, Rpn11 block inactive, NadD inh 7 and PABP1 MLLE inh 4.
`C=CCC1(CC=C)CCCN1C(=O)c1ccc2oc(CCCC)nc2c1` gave SKN-1 inh 23, Neddyl block inactive, CSN deneddyl inh -1, MT1-MMP act inh -27, FAS-TE inh 36, Rin1 Abl inh 3, Rpn11 block inactive, NadD inh -4 and PABP1 MLLE inh -9.
`O=C(NCc1ccccc1)C1C(c2ccc3c(c2)OCO3)=Nc2ccccc2N1C(=O)c1ccccc1` (stereo not given) gave SKN-1 inh 6, Neddyl block inactive, CSN deneddyl inh -1 and MT1-MMP act inh -8.
`COC(=O)[C@H](CC(C)C)NC(=O)CCc1nnc(COc2ccccc2)o1` gave SKN-1 inh 8, Neddyl block inactive, CSN deneddyl inh -4, MT1-MMP act inh -5, FAS-TE inh 0, Rin1 Abl inh -3, Rpn11 block inactive, NadD inh -5 and PABP1 MLLE inh -1.
For COc1cc2c(cc1CNC[C@H]1O[C@@H](n3cnc(C(N)=O)n3)[C@H](O)[C@@H]1O)OCO2 the results were SKN-1 inh 1, Neddyl block inactive, CSN deneddyl inh 8, MT1-MMP act inh 4, FAS-TE inh -8, Rin1 Abl inh -3, Rpn11 block inactive, NadD inh 1 and PABP1 MLLE inh 12.
COc1ccc(OCc2nc(N)nc(Nc3ccccc3)n2)cc1 was read as SKN-1 inh 15, Neddyl block inactive, CSN deneddyl inh -3, MT1-MMP act inh 1, FAS-TE inh -6, Rin1 Abl inh -2, Rpn11 block inactive, NadD inh 0 and PABP1 MLLE inh -10.
COc1ccc(N2N=NN(C(C)C)C2=C(Cl)c2nnnn2-c2ccc(OC)cc2)cc1 was read as SKN-1 inh 13, Neddyl block inactive, CSN deneddyl inh -7, MT1-MMP act inh 1, FAS-TE inh 0, Rin1 Abl inh 0, Rpn11 block inactive, NadD inh 3 and PABP1 MLLE inh -83.
`O=C(N/N=C/c1ccc(N2CCOCC2)cc1)c1ccccc1NS(=O)(=O)c1cccs1` gave SKN-1 inh 8, CSN deneddyl inh -2, MT1-MMP act inh 2, FAS-TE inh -3, Rin1 Abl inh -6, Rpn11 block inactive, NadD inh 7 and PABP1 MLLE inh -8.
O=C(c1ccc(F)cc1)C1CCN(C(=O)Nc2ccccc2Cl)CC1 was read as SKN-1 inh -3, Neddyl block inactive, CSN deneddyl inh -2, MT1-MMP act inh 5, FAS-TE inh 0, Rin1 Abl inh 0, Rpn11 block inactive, NadD inh -4 and PABP1 MLLE inh 2.
Screening CC(C)(C)C(=O)O/N=C(\N)c1ccc(Br)cc1 returned SKN-1 inh -10, Neddyl block inactive, CSN deneddyl inh 3, MT1-MMP act inh 0, FAS-TE inh 0, Rin1 Abl inh -2, Rpn11 block inactive, NadD inh -3 and PABP1 MLLE inh 0.
`CCCn1c(SCC(=O)NC2CCCCC2)nnc1-c1cccnc1` gave SKN-1 inh 13, Neddyl block inactive, CSN deneddyl inh 0, MT1-MMP act inh 0, FAS-TE inh -3, Rin1 Abl inh 2, Rpn11 block inactive, NadD inh 8 and PABP1 MLLE inh -4.
Cc1cccc(C)c1NC(=O)CN1CCN(CC(=O)c2cc(C)n(C3CC3)c2C)CC1 was read as SKN-1 inh -2, Neddyl block inactive, CSN deneddyl inh 2, MT1-MMP act inh 1, FAS-TE inh -3, Rin1 Abl inh 0, Rpn11 block inactive, NadD inh 3 and PABP1 MLLE inh -3.
Screening CCNC(=S)Nc1cc2oc3ccccc3c2cc1OC returned SKN-1 inh 21, Neddyl block inactive, CSN deneddyl inh -1, MT1-MMP act inh -1, FAS-TE inh 8, Rin1 Abl inh -1, Rpn11 block inactive, NadD inh -5 and PABP1 MLLE inh -26.
`COc1ccccc1COC(=O)C(NC(=O)c1ccc(C)cc1)C(C)C` (stereo not given) gave SKN-1 inh 16, Neddyl block inactive, CSN deneddyl inh 0, MT1-MMP act inh 2, FAS-TE inh 14, Rin1 Abl inh -2, Rpn11 block inactive, NadD inh -8 and PABP1 MLLE inh -12.

Sorted by number of heavy atoms (high to low): 3 of the compounds above
Cc1cccc(C)c1NC(=O)CN1CCN(CC(=O)c2cc(C)n(C3CC3)c2C)CC1 was read as SKN-1 inh -2, Neddyl block inactive, CSN deneddyl inh 2, MT1-MMP act inh 1, FAS-TE inh -3, Rin1 Abl inh 0, Rpn11 block inactive, NadD inh 3 and PABP1 MLLE inh -3.
For COc1cc2c(cc1CNC[C@H]1O[C@@H](n3cnc(C(N)=O)n3)[C@H](O)[C@@H]1O)OCO2 the results were SKN-1 inh 1, Neddyl block inactive, CSN deneddyl inh 8, MT1-MMP act inh 4, FAS-TE inh -8, Rin1 Abl inh -3, Rpn11 block inactive, NadD inh 1 and PABP1 MLLE inh 12.
`COc1ccccc1COC(=O)C(NC(=O)c1ccc(C)cc1)C(C)C` (stereo not given) gave SKN-1 inh 16, Neddyl block inactive, CSN deneddyl inh 0, MT1-MMP act inh 2, FAS-TE inh 14, Rin1 Abl inh -2, Rpn11 block inactive, NadD inh -8 and PABP1 MLLE inh -12.

Other entries:
COc1ccccc1NC(=O)c1sc2ncn(CC(=O)Nc3ccccc3)c(=O)c2c1C was read as SKN-1 inh -17, Neddyl block inactive, CSN deneddyl inh 6, MT1-MMP act inh -1, FAS-TE inh 0, Rin1 Abl inh 0, Rpn11 block active, NadD inh 30* and PABP1 MLLE inh -34.
Screening CCCSc1nc2sc3c(c2c(=O)[nH]1)CC(C)CC3 (stereo not given) returned SKN-1 inh 3, Neddyl block inactive, CSN deneddyl inh -11, MT1-MMP act inh -6, FAS-TE inh 1, Rin1 Abl inh 1, Rpn11 block inactive, NadD inh 0 and PABP1 MLLE inh -4.
For Cc1ccc(NC(=O)COc2ncnc3ccccc23)cc1S(=O)(=O)N1CCOCC1 the results were SKN-1 inh 2, Neddyl block inactive, CSN deneddyl inh 3, MT1-MMP act inh 0, FAS-TE inh -8, Rin1 Abl inh 0, Rpn11 block inactive, NadD inh -1 and PABP1 MLLE inh 0.
`CCCCCn1nnnc1-c1nc2cc3ccccc3cc2[nH]c1=O` gave SKN-1 inh 2, Neddyl block inactive, CSN deneddyl inh 4, MT1-MMP act inh -80, FAS-TE inh 2 and NadD inh 18.
For Cc1ccccc1CN(C)C(C)C(=O)NCc1ccccc1 (stereo not given) the results were SKN-1 inh -8, Neddyl block inactive, CSN deneddyl inh 0, MT1-MMP act inh 0, FAS-TE inh -4, Rin1 Abl inh 0, Rpn11 block inactive, NadD inh -10 and PABP1 MLLE inh 12.
`CC(=O)N1c2ccc(S(=O)(=O)N3CCCC(C(=O)NC4CCCC(C)C4C)C3)cc2CC1C` (stereo not given) gave SKN-1 inh 9, Neddyl block inactive, CSN deneddyl inh -1, MT1-MMP act inh -4, FAS-TE inh 3, Rin1 Abl inh -1, Rpn11 block inactive, NadD inh 6 and PABP1 MLLE inh 4.
`Cc1ccc(F)cc1C(=O)N1CCOCC1c1cc(C(=O)NCc2ccccc2)no1` (stereo not given) gave SKN-1 inh -9, Neddyl block inactive, CSN deneddyl inh 4, MT1-MMP act inh -3, FAS-TE inh 1, Rin1 Abl inh 0, Rpn11 block inactive, NadD inh -2 and PABP1 MLLE inh -1.
CC1CCCC(NC(=O)COC(=O)c2ccc([N+](=O)[O-])o2)C1C (stereo not given) was read as SKN-1 inh 18, Neddyl block inactive, CSN deneddyl inh -1, MT1-MMP act inh -1, FAS-TE inh 2, Rin1 Abl inh 2, Rpn11 block inactive, NadD inh -1 and PABP1 MLLE inh -20.
For O=C(c1cccc(Br)c1)N1CCN(S(=O)(=O)N2CCCCC2)CC1 the results were SKN-1 inh -2, Neddyl block inactive, CSN deneddyl inh 0, MT1-MMP act inh -2, FAS-TE inh 0, Rin1 Abl inh 3, Rpn11 block inactive, NadD inh -6 and PABP1 MLLE inh -1.
For NC(=O)/C(=C/c1cccnc1)NC(=O)c1ccccc1 the results were SKN-1 inh 1, Neddyl block inactive, CSN deneddyl inh 3, MT1-MMP act inh 0, FAS-TE inh -8, Rin1 Abl inh -4, Rpn11 block inactive, NadD inh 1 and PABP1 MLLE inh 5.
For COc1cc2[nH]cc(C(=O)NCc3cccs3)c(=O)c2cc1OC the results were SKN-1 inh 8, Neddyl block inactive, CSN deneddyl inh 4, MT1-MMP act inh 2, FAS-TE inh 2, Rin1 Abl inh 4, Rpn11 block inactive, NadD inh -3 and PABP1 MLLE inh 7.
For O=C(CSc1ccc(F)cc1)NCC1(N2CCOCC2)CCCCC1 the results were SKN-1 inh 9, Neddyl block inactive, CSN deneddyl inh -1, MT1-MMP act inh -4, FAS-TE inh -3, Rin1 Abl inh 0, Rpn11 block inactive, NadD inh 4 and PABP1 MLLE inh -6.
For Cc1cc(C(F)(F)F)n2ncc(-c3ccc(F)cc3)c2n1 the results were SKN-1 inh 40*, Neddyl block inactive, CSN deneddyl inh 0, MT1-MMP act inh -5, FAS-TE inh -6, Rin1 Abl inh 1, Rpn11 block inactive, NadD inh 2 and PABP1 MLLE inh 3.
For COCC(=O)N1CCCN(c2nc3c(C)cccc3cc2C#N)CC1 the results were SKN-1 inh -4, Neddyl block inactive, CSN deneddyl inh 0, MT1-MMP act inh -9, FAS-TE inh -31, Rin1 Abl inh -3, Rpn11 block inactive, NadD inh 1 and PABP1 MLLE inh 13.
Screening COC(=O)c1cccc(S(=O)(=O)N2CCOCC2)c1 returned SKN-1 inh 11, Neddyl block inactive, CSN deneddyl inh -3, MT1-MMP act inh 2, FAS-TE inh -3, Rin1 Abl inh 2, Rpn11 block inactive, NadD inh -6 and PABP1 MLLE inh 10.
Screening CC1CCCCN1C(=O)Cn1c(=O)oc2cc(S(=O)(=O)N3CCCCC3)ccc21 (stereo not given) returned SKN-1 inh 5, Neddyl block inactive, CSN deneddyl inh 2, MT1-MMP act inh 0, FAS-TE inh -3, Rin1 Abl inh 0, Rpn11 block inactive, NadD inh -9 and PABP1 MLLE inh -1.
For CCCCOc1ccc(C(=O)Nc2ccc(N3CCN(C(=O)C(C)C)CC3)cc2)cc1 the results were SKN-1 inh -5, Neddyl block inactive, CSN deneddyl inh 4, MT1-MMP act inh -4, FAS-TE inh -10, Rin1 Abl inh 4, Rpn11 block inactive, NadD inh -11 and PABP1 MLLE inh -2.

Bioassay records from PubChem.
